From PubChem
TAAR1 agonist – human TAAR1 agonism. CHO RD-HGA16 TAAR1, Fluo-8 calcium fluorescence; vehicle wells 0%, saturating PEA agonist 100%. activation, % at 3 µM. 360,000 tested, 0.99% active;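 active = activation above the mean activation of all test compounds in the run plus 3 SD, cut at about 38% in these data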
Target sequence (Q96RJ0 whole entry, looked up): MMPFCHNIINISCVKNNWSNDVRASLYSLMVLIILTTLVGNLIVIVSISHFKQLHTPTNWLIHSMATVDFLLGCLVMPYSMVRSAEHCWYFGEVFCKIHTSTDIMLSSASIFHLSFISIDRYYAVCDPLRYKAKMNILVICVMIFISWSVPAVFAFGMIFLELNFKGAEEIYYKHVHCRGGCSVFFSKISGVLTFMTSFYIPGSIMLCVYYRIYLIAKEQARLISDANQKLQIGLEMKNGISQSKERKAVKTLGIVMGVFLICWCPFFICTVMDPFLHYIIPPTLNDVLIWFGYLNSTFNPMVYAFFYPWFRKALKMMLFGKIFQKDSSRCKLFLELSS
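System: CHO RD-HGA16 cells carrying human TAAR1 plus Gα16; Incubation: 17-24 h seeding, 75 min 37 °C dye, 30 min RT; Measured by: Fluo-8 fluorescence, 5 s baseline then 140 s kinetic read; Control set: DMSO and PEA EC100; Replication: single well for each compound.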
M1 ag parental – M1 agonist counterscreen hit in parental CHO-K1 cells | Fluo-8 calcium fluorescence; scaled to maximal ATP response, vehicle zero | activation, % at 3 µM | 360,000 tested, 0.48% active | AID 602248; in the data active = activation above about 15%;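 note: untransfected CHO-K1 host cells lacking M1 receptor as counterscreen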
V1aR counter – counter-screen for oxytocin receptor agonists: human V1a receptor agonists; P37288; CHO-V1R cells, Fluo-8 calcium fluorescence, agonist mode; 0% DMSO, 100% 3 nM vasopressin; activation, % at 3 µM; 320,000 tested, 0.25% active;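 active = activation above the mean activation of all tested compounds plus 3 SD, per screening run, cut at about 20% in these data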;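 note: signal is peak over basal fluorescence ratio across a 100 second FLIPR read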
Target sequence (P37288 whole entry, looked up): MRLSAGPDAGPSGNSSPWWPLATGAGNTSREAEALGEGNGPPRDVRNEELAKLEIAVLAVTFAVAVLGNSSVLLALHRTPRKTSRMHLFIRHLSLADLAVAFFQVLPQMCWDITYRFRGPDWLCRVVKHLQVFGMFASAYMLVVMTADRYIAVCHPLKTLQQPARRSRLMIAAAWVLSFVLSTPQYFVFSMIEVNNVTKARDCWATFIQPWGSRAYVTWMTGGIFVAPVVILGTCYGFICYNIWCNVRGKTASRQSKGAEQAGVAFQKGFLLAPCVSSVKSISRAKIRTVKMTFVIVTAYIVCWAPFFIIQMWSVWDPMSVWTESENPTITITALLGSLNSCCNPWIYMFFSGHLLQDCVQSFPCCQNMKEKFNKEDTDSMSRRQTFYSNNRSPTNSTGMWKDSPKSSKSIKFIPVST
CHO-K1 Ca antag – nonselective inhibitor or artifact in parental CHO-K1 cells. ATP-induced calcium, Fluo-8 fluorescence. inhibition, % at 3 µM. 360,000 tested, 0.6% active;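 active = inhibition above a per-plate cutoff, the plate's mean sample inhibition plus 3 SD, cut at about 24% in these data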;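 note: 0% = DMSO plus EC80 ATP and 100% = DMSO alone without ATP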
M1 ag – activates human CHRM1 receptor | 360,000 tested, 0.33% active | AID 588814 | CHO-K1 hM1, Fluo-8 calcium fluorescence, agonist mode; 0% DMSO, 100% acetylcholine EC100 | activation, % at 3 µM | P11229;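 active = activation above the run's mean compound activation plus 3 SD, cut at about 16% in these data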;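 note: peak over basal fluorescence ratio within a 140 s kinetic read after compound addition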
TAAR1 antag – human TAAR1 antagonism | Q96RJ0 | CHO RD-HGA16 TAAR1, Fluo-8 calcium fluorescence, antagonist | inhibition, % at 3 µM | 360,000 tested, 1.5% active | AID 624466;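 active = inhibition above a per-plate cutoff, the mean inhibition of test compounds on that plate plus 3 SD, cut at about 49% in these data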;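 note: 0% = DMSO plus EC80 beta-PEA response and 100% = DMSO alone without agonist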
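System: RD-HGA16 CHO cells with stable hTAAR1 and Gα16 | Probe or stimulus: EC80 β-phenethylamine stimulus | Dosing: 3 µM, single point | Times: Dye loading 75 min at 37 °C, then 30 min room temperature | Measured by: Fluo-8 calcium-sensitive fluorescence | Read-out basis: % inhibition of agonist calcium response | Replicates: n of 1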
OXTR potentiate – potentiates the human oxytocin receptor response | P30559 | CHO-OTR cells, Fluo-8 calcium fluorescence, potentiator mode; 0% = oxytocin EC15, 100% = EC100 | activation, % at 3 µM | 320,000 tested, 0.061% active;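 active = activation above that plate's cutoff, the mean activation of tested compounds plus 3 SD, cut at about 6.6% in these data, passing the limit was not always enough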;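 note: 100% uses oxytocin at 75 nM as the full agonist control; some results filed as inactive read as strong as hits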
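Material: human OTR in CHO cells. Compound: 3.0 µM, one dose. Timing: compound 6 min at room temperature before oxytocin, 100 s read. Evaluation: % activation of max/min ratio relative to oxytocin controls. Replication: single well per compound, singlicate. Signal: Fluo-8 calcium dye fluorescence.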
CHO parental Ca – counter-screen for OX1R antagonists: effect in parental CHO cells | parental CHO-K1, ATP-induced calcium, Fluo-8 fluorescence | inhibition, % at 5.6 µM | 330,000 tested, 0.63% active | AID 463079;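 active = inhibition above that plate's mean sample inhibition plus 3 SD, cut at about 26% in these data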;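 note: 0% = ATP-challenged DMSO wells and 100% = DMSO wells without ATP; some compounds past the cut are filed as inactive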
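Material: Parental CHO cells | Reagent: ATP | Compound dosing: Single nominal dose of 5.6 µM per compound | Detection: Intracellular calcium via Fluo-8 no-wash fluorescent dye | Read-out: % inhibition of ATP-induced calcium mobilization | Benchmarks: Low control ATP plus DMSO, high control DMSO only | Replicates: Singlicate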
M1 PAM parental – nonselective activator or artifact in parental CHO-K1 calcium assay | ATP EC20, Fluo-8 calcium fluorescence; 0% at ATP EC20, 100% at ATP max | activation, % at 3 µM | 360,000 tested, 0.02% active | AID 602247;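 active = activation above the run cutoff, the mean activation of all test compounds plus 3 SD, cut at about 40% in these data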;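 note: peak over basal fluorescence ratio in a 140 s read after ATP addition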
* marks the source's active call; other numbers are inactive results; nt = no result given.

Each structure is followed by: M1 ag parental | V1aR counter | CHO parental Ca | TAAR1 antag | TAAR1 agonist | M1 ag | OXTR potentiate | CHO-K1 Ca antag | M1 PAM parental
- CN(C)c1ncnc2c1ncn2[C@H]1CN(Cc2ccc3c(c2)OCO3)C[C@@H](CO)O1
    0.7 | nt | nt | 1 | 0 | -2 | nt | 2 | -12
- CS(=O)(=O)c1ccc2nc(NC(=O)CCN3C(=O)c4ccccc4C3=O)sc2c1
    0.6 | 0.0 | -3 | -6 | 2 | -6 | -1 | -3 | 9
- CCOC(=O)CSc1nc(-c2ccccc2)ns1
    0.8 | -0.9 | -11 | -22 | -2 | -6 | -2 | -16 | 3
- O=C(NCc1ccc(Cl)cc1)C(=O)NCC(c1cccnc1)N1CCN(c2ccc(F)cc2)CC1 (centres undefined)
    1.0 | 2.3 | -17 | 4 | 5 | -6 | -2 | -14 | 18
- CCOc1cc(/C=N\Nc2nc(-c3ccc(C)cc3)c(NC(C)=O)s2)ccc1O
    0.6 | -1.4 | -15 | -19 | 0 | -3 | 1 | -14 | -5
- O=C(Nc1ccc(Cn2ccnc2)cc1)c1cccc(C(F)(F)F)c1
    0.7 | nt | nt | 31 | 42* | -6 | nt | -9 | 4
- CCOCc1c(C(=O)NC2=Nc3ccccc3NC(CC)=C2C(=O)OCC)oc2ccccc12
    4.9 | 0.6 | -21 | 61* | 13 | -10 | -13 | 1 | -10
- Cc1ccc(C(=O)OCC(=O)N2CCC(c3ccccc3)=N2)c(C)c1
    1.0 | 0.7 | -7 | -29 | 2 | -2 | 0 | -29 | 17
- Cc1ccc2c(c1)C(=O)C(=O)N2CCCOc1ccccc1
    1.1 | -1.4 | -7 | -5 | -3 | 3 | -1 | -1 | -5
- CCOC(=O)C1CCCN(c2cc(=O)n(C3CCCCC3)c(=O)[nH]2)C1 (centres undefined)
    0.6 | 0.2 | -17 | -12 | 1 | 31* | -11 | 3 | 9
- COc1cccc(C2c3c(oc4ccccc4c3=O)C(=O)N2Cc2ccco2)c1 (centres undefined)
    0.6 | -0.1 | -9 | -6 | 0 | -2 | 0 | 12 | -8
- O=C(OCc1cccc(F)c1)c1ccc2c(c1)-c1ccccc1C2=O
    -0.1 | -0.5 | -15 | 12 | 1 | -1 | -6 | -16 | 11
- O=C(/C=C/c1c(Cl)cccc1Cl)NCc1ccccc1
    0.1 | 0.2 | 18 | -14 | -2 | -8 | 4 | -7 | 13
- COCCCN1C(=O)C(=O)/C(=C(/O)c2ccc(S(=O)(=O)N3CCOCC3)cc2)C1c1ccc(OC)cc1 (centres undefined)
    0.5 | 0.6 | 0 | -23 | 2 | -3 | -3 | -4 | 0
- CN1CCCN(Cc2ccccc2C(F)(F)F)CC1
    0.3 | 0.6 | 3 | 9 | 8 | -7 | -4 | -6 | 8
- Cc1ccc(N(C(=O)NC2CCCCC2)C2=NCCCCC2)cc1
    7.7 | 0.1 | -5 | 6 | 0 | -12 | -10 | -3 | 27
- CCN1CCN(CCNC(=O)CS(=O)(=O)Cc2nc(-c3ccc(C)cc3)oc2C)CC1
    -0.5 | 0.4 | -16 | -38 | -1 | -8 | -4 | 1 | 3
- CC(c1ccccc1)C(CC(=O)O)C(=O)Nc1ccc(Cl)c(Cl)c1 (centres undefined)
    0.0 | -0.3 | 6 | -5 | 0 | -5 | -8 | -1 | -6
- Cc1c(N(C)S(=O)(=O)c2ccc(Cl)c(C(=O)N3CCC(C(N)=O)CC3)c2)c(=O)n(-c2ccccc2)n1C
    1.4 | 0.3 | 4 | -20 | 5 | 0 | -5 | -10 | 12
- COc1ccc(S(=O)(=O)n2nc(OC(=O)c3cccs3)cc2N)cc1
    -0.1 | 3.1 | -2 | -6 | 53* | -1 | -12 | 5 | 5
- COc1ccc(NC(=S)NCc2ccc3c(c2)cc(C)n3C)cc1
    -0.8 | 3.3 | 3 | -25 | 6 | -11 | -7 | 9 | -6
- CCCCNC(=O)C1C2C=CC3(CN(Cc4ccc(C)cc4)C(=O)C13)O2 (centres undefined)
    -0.4 | -1.3 | -17 | 6 | -1 | -2 | -11 | 4 | 0
- CCN1CCN(C(=O)C2CC(c3ccc(F)cc3)=NO2)CC1 (centres undefined)
    0.7 | 1.4 | -3 | 10 | 2 | -8 | -14 | -8 | 11
- CCOC(=O)C1CCCN(C(=O)c2cn(CC)c3ccc(S(=O)(=O)N(C)C)cc3c2=O)C1 (centres undefined)
    0.3 | 0.0 | 7 | -3 | 2 | -6 | -5 | 6 | -1
- N#CCSc1nc2c(cc1C#N)CCCC2
    -0.1 | -1.4 | -8 | -3 | 2 | -6 | -5 | -14 | 16
- O=C(COC(=O)COc1ccc(Cl)cc1)Nc1ccc(F)c([N+](=O)[O-])c1
    3.7 | 1.0 | -11 | 19 | 6 | -4 | -6 | 4 | 7
- COc1ccc(C=NNc2nc3c([nH]2)c(=O)n(C)c(=O)n3C)cc1
    0.5 | nt | nt | 11 | 8 | 0 | nt | 0 | 1
- Cc1cc(C)c2c(CN3CCN(c4ccccc4)CC3)cc(=O)oc2c1
    -0.5 | nt | nt | 5 | -2 | -2 | nt | -14 | -9
- N#Cc1nc(-c2cccs2)oc1N1CCOCC1
    0.4 | 0.5 | -13 | -12 | 11 | -2 | -7 | -11 | 6
- Cc1ccc(C)n1-c1cc([N+](=O)[O-])ccc1-n1ccnc1
    0.8 | 1.0 | -25 | -18 | 2 | -5 | -4 | -8 | 21

Four entries already listed, ordered by their value in OXTR potentiate, high to low.
mol | TAAR1 antag | OXTR potentiate
N#CCSc1nc2c(cc1C#N)CCCC2 | -3 | -5
COc1ccc(NC(=S)NCc2ccc3c(c2)cc(C)n3C)cc1 | -25 | -7
CC(c1ccccc1)C(CC(=O)O)C(=O)Nc1ccc(Cl)c(Cl)c1 (centres undefined) | -5 | -8
CCN1CCN(C(=O)C2CC(c3ccc(F)cc3)=NO2)CC1 (centres undefined) | 10 | -14

(next part)
Each structure is followed by: M1 ag parental | V1aR counter | CHO parental Ca | TAAR1 antag | TAAR1 agonist | M1 ag | OXTR potentiate | CHO-K1 Ca antag | M1 PAM parental
- CCOc1ccc(CN(C)C(=O)CNC(=O)c2cc(OC)c(OC)c(OC)c2)cc1
    1.4 | 1.2 | -19 | -10 | 0 | -4 | -2 | -9 | -3
- Cc1cc2cc(CNC(=O)NC3CCCCC3)ccc2[nH]1
    1.1 | 0.2 | -17 | -10 | 5 | -11 | -5 | -17 | 12
- COc1ccc(OCc2cc(C(=O)NCC(C)(C)N3CCOCC3)no2)c(Cl)c1
    3.4 | 4.0 | 2 | -8 | 5 | -4 | -2 | 1 | 1
- Cc1ccccc1OC(C)C(=O)NCCC1=CCCCC1 (centres undefined)
    -0.4 | -1.8 | -9 | -28 | 2 | -6 | 2 | 0 | -11
- O=[N+]([O-])c1ccc(S(=O)(=O)NCC2CC3CCC2C3)cc1 (centres undefined)
    -0.4 | 3.0 | -9 | 19 | 5 | -3 | -16 | -6 | 8
- COc1ccc(Cl)cc1NC(=S)NCCc1c[nH]c2ccccc12
    5.1 | 3.4 | 2 | 4 | 13 | 0 | -12 | 4 | 10
- COC(=O)C1=C(C(=O)OC)C(c2cc(Cl)ccc2O)c2sc(=O)[nH]c2S1 (centres undefined)
    0.7 | -0.5 | -10 | nt | nt | -3 | -9 | -13 | 22
- O=C(CSc1ncnc2nc[nH]c12)Nc1nnc(SCc2ccc(Cl)c(Cl)c2)s1
    0.6 | -0.5 | -10 | 0 | 6 | -7 | -7 | -3 | -5
- Cc1cc(C)cc(CSc2nnc(C)c(=O)[nH]2)c1
    0.1 | 1.5 | -17 | 6 | 14 | 2 | -2 | 2 | 3
- C[C@@H]1CN([C@@H](C)CO)C(=O)c2cc(NC(=O)Nc3ccccc3)ccc2O[C@@H](C)CCCCO[C@H]1CN(C)C(=O)Nc1ccc(C(F)(F)F)cc1
    0.3 | nt | nt | 2 | 1 | -2 | nt | -18 | 28
- Cc1ccc(C)c(OCCC(=O)Nc2cccc(S(=O)(=O)N3CCCC3)c2)c1
    1.4 | 0.2 | -16 | -5 | -2 | -5 | -11 | -2 | 11
- CCOC(=O)C(Cc1ccccc1)C(=O)Nc1cccc(C)c1 (centres undefined)
    1.0 | -1.1 | -7 | 4 | 2 | -8 | -6 | -1 | 20
- C=CCn1c(SCC(=O)NC)nnc1C12CC3CC(CC(C3)C1)C2
    0.1 | 1.1 | -15 | -13 | 2 | -9 | -2 | 0 | 29
- Cc1ccc(C)c2c1cc(C)c1nnc(SCC(=O)c3cccs3)n12
    0.5 | -0.3 | -19 | -9 | 1 | -4 | -1 | -5 | -3
- O=C(COc1ccc([N+](=O)[O-])cc1)NC(C(=O)O)C(O)c1cccc([N+](=O)[O-])c1 (centres undefined)
    0.2 | -0.6 | 3 | -12 | 4 | -3 | -4 | -10 | 17
- COc1ccc(N2CC(C)(C)[C@H](CC(=O)Nc3ccccc3)C2=O)cc1
    0.7 | nt | nt | 11 | 0 | -1 | nt | 4 | 8
- CC(C1CC2CCC1C2)n1c(-c2ccco2)n[nH]c1=S (centres undefined)
    -0.1 | -0.2 | -13 | 17 | 5 | -12 | -3 | -6 | -1
- O=[N+]([O-])c1ccc(C=Nc2ccccc2)cc1
    0.7 | nt | nt | 7 | 1 | -3 | nt | -4 | 15
- CCn1c(=NC(=O)CSCC(=O)Nc2nccs2)sc2ccccc21
    -0.3 | 0.5 | -13 | 9 | 2 | -2 | -1 | 4 | -4
- CCOc1ccc(/C=C(/NC(=O)c2ccc(Cl)cc2)C(=O)O)cc1OCC
    0.2 | -0.3 | 8 | -36 | 3 | -6 | 0 | -7 | 17
- CC(C)C(=O)NN1c2ccccc2CCc2ccccc21
    0.0 | -1.4 | -21 | 1 | 1 | -6 | -4 | -10 | 15
- CCOc1ccc2[nH]c(=O)c(CN(CCCO)S(=O)(=O)c3ccc(F)cc3)cc2c1
    2.8 | -0.7 | -26 | 29 | 3 | -6 | -2 | 3 | 4
- Cc1nn(C(C)C(=O)NCCc2ccco2)c(=O)c2nn(-c3ccccc3)c(C)c12 (centres undefined)
    0.4 | -0.5 | -13 | -17 | 2 | -1 | -6 | -13 | 21

Rows are unselected. About 3.3% of those tested had a hit in this group.
